L3MBTL1 block – inhibitors of human L3MBTL1; Q9Y468; AlphaScreen L3MBTL1–H3K9me1 peptide binding; Potency, µM (doses to about 57.1 µM), for the others: at the highest dose activity, negative = inhibition, actives largely listed as inhibitors; hit rate 0.66% among 230,000; also: nearly all actives have a fitted effect of over 60% in size
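L3MBTL1 (50 nM) pre-complexed 30 min with biotinylated H3(1-15)K9me1 peptide (75 nM), then compounds added for 30 min at room temperature; AlphaScreen streptavidin donor/nickel chelate acceptor beads (10 ug/mL final) read after 30 min dark incubation.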
RGS12 GoLoco inh – RGS12 GoLoco-Gai1 interaction inhibition | Gai1:RGS12 GoLoco peptide FP, rhodamine, 10 min | Potency, µM (doses to about 61.6 µM), for inactives: at the top dose activity, negative = inhibition, most hits filed as inhibitors | P63096 | hit rate 0.44% among 230,000 | AID 880; active = well fitted inhibition curve with a large enough effect, not every such curve was filed as active; inactive = no such curve, though single readings can be large or run the other way; also: nearly all actives have a fitted effect of over 30% in size; many of its hits are not listed in these tables
Target sequence (P63096 whole entry, looked up): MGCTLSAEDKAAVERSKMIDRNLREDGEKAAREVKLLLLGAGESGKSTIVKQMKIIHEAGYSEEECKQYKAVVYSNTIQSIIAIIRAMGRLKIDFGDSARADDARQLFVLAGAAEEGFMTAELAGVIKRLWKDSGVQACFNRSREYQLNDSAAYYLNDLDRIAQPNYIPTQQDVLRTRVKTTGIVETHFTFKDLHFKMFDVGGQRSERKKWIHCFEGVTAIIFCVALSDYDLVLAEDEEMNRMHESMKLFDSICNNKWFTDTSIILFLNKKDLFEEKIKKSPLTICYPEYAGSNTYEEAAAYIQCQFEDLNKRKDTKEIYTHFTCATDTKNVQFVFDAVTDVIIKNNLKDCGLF
TR SRC2 fluor cs – counter-screen for TRb-SRC2 inhibitors: fluorescence interference; AID 1479; TRb/SRC2 Texas Red total fluorescence interference; hit rate 0.29% among 280,000; Potency, µM (titrated, usually from 106 µM), for inactives: at the top dose fluorescence change, negative = quenching; active = well fitted curve in either direction with a large enough effect; inconclusive = small, poorly fitted or top-dose-only effect
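Flags fluorescent or light-absorbing compounds by total fluorescence, S + 2P, at 555 nm excitation and 632 nm emission. Mixture: 20 nM Texas Red SRC2 peptide, 0.6 uM human TRb LBD, 1 uM T3, 5% DMSO; compound exposure 5 h at ambient temperature.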
RECQ1 helicase – inhibitors of human RECQ1 DNA helicase. Potency, µM (series often up to 57.3 µM), for inactives: top-dose activity, negative = inhibition, actives largely listed as inhibitors. RECQ1 DNA unwinding, red fluorescence kinetic read. hit rate 0.54% among 240,000. P46063;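 also: plate controls were vehicle for no effect and no enzyme for full effect; nearly all actives have a fitted effect of over 30% in size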
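50 nM RECQ1T1 preincubated 15 min with compound in Tris pH 8.0 buffer with MgCl2, DTT, Tween-20 and 2.5 ug/ml poly(dI-dC); started with 200 nM TAMRA/BHQ-2 forked duplex and 2 mM ATP. Unwinding read as fluorescence (525/598 nm), two reads 2 h apart.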
aGlu spleen mod – inhibits or activates alpha-glucosidase in human spleen homogenate | P10253 | human spleen homogenate, 4-MU-alpha-glucoside fluorescence | Potency, µM (doses to about 79.9 µM), inactives show at the highest dose activity change, negative = inhibition, usual class: inhibitors | hit rate 0.006% among 240,000 | AID 2112;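 also: 0% = enzyme with vehicle and -100% = no enzyme basal signal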
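AC50 values come from Hill-equation fits of concentration-response data, normalized to no-enzyme and full-activity controls. Enzyme source: 1 ug human spleen homogenate; 1 mM fluorogenic 4-MU glucoside, pH 5.0 citrate buffer, 37 C, 40 min.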
TRb-SRC2 inh – TRbeta-SRC2 interaction inhibition; TRbeta-SRC2 peptide binding, fluorescence polarization; receptor liganded with 1 µM T3; AID 1469; Potency, µM (doses to about 106 µM), for inactives: at the highest dose activity change, negative = inhibition, hits mostly inhibitors; hit rate 0.065% among 280,000;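 also: plate controls were bound peptide for no effect and peptide without receptor for full effect; nearly all actives have a fitted effect of over 50% in size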
Target sequence (P10828 whole entry, looked up): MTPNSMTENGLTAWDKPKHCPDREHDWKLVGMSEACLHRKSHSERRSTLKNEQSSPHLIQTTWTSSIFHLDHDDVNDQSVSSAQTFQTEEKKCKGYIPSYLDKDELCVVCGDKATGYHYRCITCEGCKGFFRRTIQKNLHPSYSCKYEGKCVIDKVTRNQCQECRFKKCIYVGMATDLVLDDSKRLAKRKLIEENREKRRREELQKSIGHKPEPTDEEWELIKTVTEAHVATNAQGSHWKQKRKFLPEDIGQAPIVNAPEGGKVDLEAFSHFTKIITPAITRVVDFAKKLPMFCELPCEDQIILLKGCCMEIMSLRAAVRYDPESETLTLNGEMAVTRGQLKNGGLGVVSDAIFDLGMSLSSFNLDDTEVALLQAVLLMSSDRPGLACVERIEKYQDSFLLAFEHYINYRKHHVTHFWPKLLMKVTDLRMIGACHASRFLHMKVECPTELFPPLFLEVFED
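Polarization signal, normalized between peptide-alone and full complex controls, measured compound effects on T3-liganded human TRb LBD (0.6 uM) binding 20 nM Texas Red SRC2 peptide after 5 hr.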
GAA inhib – inhibitors of human lysosomal alpha-glucosidase; purified human GAA, 4-MU-alpha-glucoside fluorescence; Potency, µM (doses to about 76.9 µM), for the others: top-dose activity change, negative = inhibition, usual class: inhibitors; AID 1466; hit rate 0.005% among 200,000;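 also: plate controls were uninhibited enzyme wells for no effect and no-enzyme background for full effect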
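Enzyme (4 nM final) mixed with compound (up to 77 uM), then 4-MU-alpha-D-pyranoside (400 uM final) added; 20 min at room temperature, pH 5.0. Reaction stopped at pH 10, fluorescence read, AC50 derived by Hill fit.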
GAA glycogen – inhibitors or activators of human alpha-glucosidase glycogen cleavage | recombinant GAA, glycogen substrate, Amplex Red glucose oxidase fluorescence | P10253 | Potency, µM (highest dose often 76.4 µM), for the others: at the top dose activity change, negative = inhibition, hits mostly inhibitors | hit rate 0.38% among 300,000 | AID 2100;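 also: 0% = full enzyme reaction and -100% = no-enzyme basal signal; the screen sought inhibitors and activators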
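Recombinant human alpha-glucosidase (4 nM final) hydrolysed bovine liver glycogen (30 ug) for 40 min at 37 C in pH 5.0 citrate/phosphate with 0.01% Tween-20. Released glucose detected by glucose oxidase/Amplex Red, Ex 573/Em 610 nm. Compounds up to 77 uM; AC50 from Hill fits.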
Numbers without * were called inactive; i = inactive; ? = inconclusive; / = not tested or not shown; [ ] = remark or other dose. Unless noted, calls follow the shape of the dose curve; as a rule, active = well fitted curve in the direction sought with a large enough effect; inconclusive = small, poorly fitted or top-dose-only effect, or another doubt; inactive = no such curve, though single readings can be large; an effect the other way counts as inactive or inconclusive. Unless noted, % is scaled to controls: 0 for no effect and ±100 for the full control effect; potency is read from the fitted curve at half-maximal effect.

SMILES | L3MBTL1 block | RGS12 GoLoco inh | TR SRC2 fluor cs | RECQ1 helicase | aGlu spleen mod | TRb-SRC2 inh | GAA inhib | GAA glycogen
COc1ccc(C(C)(C)C)cc1NC(=O)c1cncc(Br)c1 | 4% | -3% | 1% | i | -1% | -4% | -1% | -14%
COc1ccc(C(C(=O)NC2CCCCC2)N(C(=O)CCl)c2ccc(OC)cc2)cc1 (stereo unspecified) | 9% | -6% | 2% | -1% | -3% | -10% | 5% | 3%
Cc1cccc(C2=NN(c3ccccc3)[C@@H](C(=O)N3CCOC3=O)[C@@H]2c2ccccc2)c1 | 24% | -2% | 1% | ? | 9% | 6% | / | /
COc1cc(NC(=S)N2CCN(Cc3ccccc3)CC2)cc(OC)c1 | 5% | -1% | 7% | -1% | -4% | -1% | ? | -2%
O=C(O)[C@@H]1CCCNC1 | / | 5%[21.6 µM] | -3%[53 µM] | 0%[25.9 µM] | -5%[29.1 µM] | 2%[53 µM] | / | /
CCn1c(CNC(=O)Cc2ccc(OC)cc2)nnc1SCCOc1ccccc1 | / | 0% | 1% | -2% | -4% | 14% | -4% | -7%
Cc1cc(C)c(Cn2cnc3ccccc32)c(C)c1 | 2% | 6% | 0% | i | 4% | 6% | 1% | -2%
Cc1cccc(NCc2n[nH]c(=S)n2-c2ccccc2)c1 | -13% | 15% | -3% | -5% | 8% | -4% | 11% | -3%
O=C(CN1CCN(c2ccc(F)cc2)CC1)Nc1nnc(-c2ccccc2)s1 | -5% | 7% | 0% | 4% | -4% | -5% | 1% | -4%
CC1=NCCN1S(=O)(=O)c1c(C(C)C)cc(C(C)C)cc1C(C)C | -18% | 17% | 12% | -10% | 0% | -2% | ? | -3%
CCC(Oc1ccccc1)C(=O)Nc1nnc(C(F)(F)F)s1 (stereo unspecified) | 11% | 5% | 3% | -19% | -8% | -2% | -3% | -5%
CCOC(=O)c1cccc(Nc2nc(-c3cccnc3)nc3ccccc23)c1 | 5% | 46%[activator] | -2% | -3% | 5% | -13% | -10% | 0%
CCC(OC(=O)c1ccco1)C(=O)NCc1ccc(C)cc1 (stereo unspecified) | 10% | -7% | 2% | i | -4% | 2% | -2% | 10%
CCOC(=O)c1c(NC(=O)CSc2nnc(C)c(=O)[nH]2)sc2c1CCC2 | -9%[11.4 µM] | 37%[activator] | -2% | 0% | -26% | -22% | -5% | -2%
COc1ccc(-c2cn3ccccc3n2)cc1 | -12% | 8% | -1% | -16% | 2% | 4% | / | 2%

Limited to TR SRC2 fluor cs, for 4 of the compounds above:
Structure | TR SRC2 fluor cs
COc1cc(NC(=S)N2CCN(Cc3ccccc3)CC2)cc(OC)c1 | 7%
O=C(O)[C@@H]1CCCNC1 | -3%[53 µM]
CCn1c(CNC(=O)Cc2ccc(OC)cc2)nnc1SCCOc1ccccc1 | 1%
Cc1cc(C)c(Cn2cnc3ccccc32)c(C)c1 | 0%

Other structures
SMILES | L3MBTL1 block | RGS12 GoLoco inh | TR SRC2 fluor cs | RECQ1 helicase | aGlu spleen mod | TRb-SRC2 inh | GAA inhib | GAA glycogen
CCCNC(=O)N1CCN(c2ncccn2)CC1 | 24%[11.4 µM] | -8% | -1% | 8% | -1% | 2% | 3% | 2%
CCOC(=O)c1cnc(SCC(=O)Nc2cc(OC)ccc2OC)nc1N | / | 2% | -13% | -7% | 2% | -1% | -7% | -1%
O=C(CN1CCC(O)(c2ccc3c(c2)OCO3)CC1)OC1CCCCC1 | -7% | 3% | 0% | -7% | -10% | -2% | -4% | 5%
O=S(=O)(O)CCS | / | -3% | -3% | -1% | 0% | 9% | / | /
O=C(NC1CCCCC1)C1CCN(S(=O)(=O)N2CCOCC2)CC1 | -1% | 3% | -4% | -3% | -10% | -2% | -2% | 1%
CC(C)(C)c1ccc(-c2nnc(SC3CCOC3=O)n2Cc2ccccc2)cc1 (stereo unspecified) | -11% | 2% | 0% | 1% | 1% | 2% | -12% | 5%
Cn1c(/C=N/c2nc3ccccc3[nH]2)nc2ccccc21 | / | -3% | -4% | -4% | -14% | 6% | -1% | 1%
CCOC(=O)c1c(Cc2ccccc2)c[nH]c1C | / | 7% | -2% | -2% | 6% | -7% | -12% | 4%
CC1CN(C(=O)N2CCOCC2)CCN1C(=O)N1CCOCC1 (stereo unspecified) | 0% | 15% | 0% | -1% | -1% | 5% | 3% | 20%
CCOc1ccccc1OCCOCCN1CC(C)OC(C)C1 (stereo unspecified) | 2% | -15% | -3% | -5% | 0% | -5% | 2% | 1%
Cc1c(NC(=O)C(C)N2C(=O)c3ccccc3C2=O)c(=O)n(-c2ccccc2)n1C (stereo unspecified) | 13% | 5% | -1% | -7% | -9% | 2% | -4% | 4%
COC(=O)c1[nH]c2cc(OC)ccc2c1NC(=O)CN1CCC(C(N)=O)CC1 | -5% | 1% | -5% | i | -19% | 2% | -4% | 2%
CC(=O)c1sc(C(C)(C)C)cc1NC(=O)CCC(=O)O | 5% | 7% | 0% | -3% | -1% | 1% | / | 4%
Cc1cc(C)nc(NC(=S)Nc2ccc(Br)cc2Cl)c1 | / | -9% | -6% | -7% | 1% | -4% | -4% | -1%

Single entries from the entries so far:
`CC1=NCCN1S(=O)(=O)c1c(C(C)C)cc(C(C)C)cc1C(C)C` in RGS12 GoLoco inh: 17%
`CCn1c(CNC(=O)Cc2ccc(OC)cc2)nnc1SCCOc1ccccc1` in aGlu spleen mod: -4%
`CC(C)(C)c1ccc(-c2nnc(SC3CCOC3=O)n2Cc2ccccc2)cc1` (stereo unspecified) in TRb-SRC2 inh: 2%

One compound at a time, as listed above. Screens in order: L3MBTL1 block	RGS12 GoLoco inh	TR SRC2 fluor cs	RECQ1 helicase	aGlu spleen mod	TRb-SRC2 inh	GAA inhib	GAA glycogen
`COc1cc(NC(=S)N2CCN(Cc3ccccc3)CC2)cc(OC)c1` reads 5%	-1%	7%	-1%	-4%	-1%	?	-2%
`Cn1c(/C=N/c2nc3ccccc3[nH]2)nc2ccccc21` reads /	-3%	-4%	-4%	-14%	6%	-1%	1%

An excerpt; rates above refer to the full screens.
